ROS inducer: cancer cell ROS induction; U2OS ROS induction, H2DCF-DA fluorescence; AID 624156; 46,000 tested, 2% active; ROS induction (% of piperlongumine), % at 10 µM; in the data active = ROS induction above about 79%, passing the limit was not always enough;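 also: 0% = DMSO vehicle median and 100% = reference compound median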
Active calls of the source: *. This is a subset, so the mix of outcomes need not match the whole.

For COC(=O)c1sc(SCCOC(=O)c2ccccc2Cl)c2c1CC(C)(C)CC2=O the results were ROS inducer 53.
CC1=CC=C(C=O)C(C)(C)C1OC(=O)/C=C(\C)CO (stereo unspecified) was read as ROS inducer 9.
CC1CCc2nc(NCCO)nc(C(F)(F)F)c2C1 (stereo unspecified) was read as ROS inducer -10.
Cc1ccc(NC2=CC(=O)NC2)cc1 was read as ROS inducer 17.
Oc1ccc(Br)cc1C1Nc2ccccc2S1 (stereo unspecified) was read as ROS inducer -4.
C[C@@H]1CN([C@@H](C)CO)C(=O)c2cc(NC(=O)c3ccncc3)ccc2O[C@@H]1CN(C)C(=O)Nc1cccc2ccccc12 was read as ROS inducer -3.
Screening CSCC[C@H](NC(=O)[C@H](Cc1ccccc1)NC[C@@H](NC[C@@H](N)CS)C(C)C)C(=O)O returned ROS inducer 3.
`Cc1ccc(NC(=O)c2oc3ccc(S(=O)(=O)N4CCCC4)cc3c2C)cc1C` gave ROS inducer 38.
Screening C[C@@H]1CN([C@H](C)CO)C(=O)c2cccc(N(C)C)c2O[C@@H]1CN(C)Cc1ccc(C(=O)Nc2ccccc2N)cc1 returned ROS inducer -9.
For N#Cc1ccc(C#CCOC(=O)Nc2ccc(OC(F)(F)F)cc2)cc1 the results were ROS inducer -3.
CC1(C)OC(=O)C(=Cc2ccc[nH]2)C(=O)O1 was read as ROS inducer -8.
For CC(C)(C)C(=O)OCOC(=O)[C@@H]1N2C(=O)[C@@H](N=CN3CCCCCC3)[C@H]2SC1(C)C the results were ROS inducer 3.
Cc1noc(C)c1NC(=O)Nc1ccc2c(c1)C(=O)N([C@H](C)CO)C[C@@H](C)[C@@H](CN(C)C(=O)NC1CCCCC1)O2 was read as ROS inducer -4.
C[C@@H]1CN([C@H](C)CO)C(=O)Cc2cc(NC(=O)CCC(F)(F)F)ccc2O[C@H]1CN(C)S(=O)(=O)c1cccs1 was read as ROS inducer -4.
Screening C[C@H]1CN([C@@H](C)CO)C(=O)Cc2cc(NS(=O)(=O)c3ccc(F)cc3)ccc2O[C@@H]1CN(C)Cc1ccccc1 returned ROS inducer 26.
C[C@@H]1CN([C@H](C)CO)C(=O)c2cccc(NC(=O)Nc3ccccc3)c2O[C@@H]1CN(C)Cc1ccc(Cl)c(Cl)c1 was read as ROS inducer 15.
`Cc1ccc(S(=O)(=O)Nc2ccc3c(c2)C(=O)N([C@H](C)CO)C[C@@H](C)[C@@H](CN(C)C(=O)Nc2ccc(C(F)(F)F)cc2)O3)cc1` gave ROS inducer 8.
CC(C)OC(=O)CSc1nc2ccccc2s1 was read as ROS inducer -16.
Screening Cc1ccc(N2CC(C(=O)Nc3ccc(S(=O)(=O)NCC4CCCO4)cc3)CC2=O)cc1 (stereo unspecified) returned ROS inducer 38.
`CC(=O)N/C(=N/c1nc(C)cc(C)n1)Nc1cc(C)cc(C)c1` gave ROS inducer -15.
Screening C[C@@H]1CCCCO[C@H](CN(C)S(C)(=O)=O)[C@@H](C)CN([C@H](C)CO)C(=O)c2cc(NC(=O)C3CCCCC3)ccc2O1 returned ROS inducer -5.
`CNC[C@@H]1Oc2c(NC(=O)C3CCOCC3)cccc2C(=O)N([C@H](C)CO)C[C@H]1C` gave ROS inducer -1.
`CC(C(=O)Nc1cc(C(F)(F)F)ccc1Cl)n1cc([N+](=O)[O-])cn1` (stereo unspecified) gave ROS inducer -7.
`C[C@@H]1CN([C@H](C)CO)C(=O)Cc2cc(NC(=O)Cc3cn(C)c4ccccc34)ccc2O[C@@H]1CN(C)Cc1ccncc1` gave ROS inducer 15.
For N#CCSc1nc2ccccc2c(=O)n1CCn1c(SCC#N)nc2ccccc2c1=O the results were ROS inducer -14.
Screening COc1cc(/C=C/C=N/NC(=O)c2cccc(C(=O)NO)c2)ccc1O returned ROS inducer -3.
`O=C(CCCCCCC(=O)Nc1ccccc1O)N/N=C/c1ccc(F)c(Oc2ccccc2)c1` gave ROS inducer 32.
CCCOc1ccc(C(=O)Nc2ccc(-c3nc4ccccc4o3)cc2)cc1 was read as ROS inducer -10.
Screening COc1ccc(CC(=O)Nc2ccc(OC)cc2)cc1 returned ROS inducer -7.
O=C(Cn1cnc2scc(-c3cccc([N+](=O)[O-])c3)c2c1=O)Nc1ccc(F)c(Cl)c1 was read as ROS inducer 17.
Screening C[C@@H]1CN([C@@H](C)CO)C(=O)c2cccc(NC(=O)C3CCCCC3)c2O[C@H]1CN(C)C(=O)NC1CCCCC1 returned ROS inducer -6.
For CCOc1ccc(OCC(=O)Nc2cccc(C(=O)O)c2)cc1 the results were ROS inducer 3.
`Cc1cc(C)c2c(N)c(S(=O)c3ccc(C(C)(C)C)cc3)sc2n1` (stereo unspecified) gave ROS inducer -17.
Screening O=C(Cn1cnc([N+](=O)[O-])n1)Nc1ccc(N2CCOCC2)c(Cl)c1 returned ROS inducer -6.
For C[C@@H]1CCCCO[C@H](CN(C)C(=O)Nc2ccc(F)cc2)[C@@H](C)CN([C@H](C)CO)C(=O)c2cc(NC(=O)Nc3ccc4c(c3)OCO4)ccc2O1 the results were ROS inducer 6.
For CCn1c(O)c(/C=C2/C=CC=N2)c(=O)[nH]c1=S the results were ROS inducer -8.
C[C@@H]1CN([C@H](C)CO)C(=O)c2cccc(NC(=O)c3ccc(-c4nccs4)cc3)c2O[C@@H]1CN(C)Cc1ccc2c(c1)OCO2 was read as ROS inducer 14.
Screening C[C@@H]1CN([C@H](C)CO)C(=O)c2cccc(NC(=O)c3nc4ccccc4s3)c2O[C@H]1CN(C)Cc1ccc(C(F)(F)F)cc1 returned ROS inducer 8.
Screening COc1ccc(S(=O)(=O)Nc2cccc3c2O[C@H](CN(C)Cc2ccc(C(F)(F)F)cc2)[C@H](C)CN([C@H](C)CO)C3=O)cc1 returned ROS inducer 5.
COc1ccc(Cl)cc1N(CC(=O)Nc1ccc(Br)cc1F)S(C)(=O)=O was read as ROS inducer -3.
For Cc1[nH]n(-c2ccccc2)c(=O)c1C=Nc1cccc(N)c1 the results were ROS inducer 15.
For COc1cc(Br)c(/C=N/NC(=O)c2ccccn2)cc1OC the results were ROS inducer 54.
C=C1CCC2(C(=O)OC3OC(CO)C(O)C(O)C3O)CCC3(C)C(=CCC4C5(C)CC(O)C(OC6OCC(O)C(O)C6OC6OC(CO)C(O)C(O)C6O)C(C)(CO)C5CCC43C)C2C1 (stereo unspecified) was read as ROS inducer -12.
`C[C@@H]1CN([C@@H](C)CO)C(=O)c2cc(NC(=O)C3CCCCC3)ccc2O[C@H]1CN(C)CC1CCCCC1` gave ROS inducer 18.
`C[C@@H]1CN([C@H](C)CO)C(=O)c2cc(NS(=O)(=O)c3ccccc3)ccc2O[C@@H]1CN(C)CC1CC1` gave ROS inducer -3.

Twelve successive records from above:
Screening O=C(Cn1cnc([N+](=O)[O-])n1)Nc1ccc(N2CCOCC2)c(Cl)c1 returned ROS inducer -6.
For C[C@@H]1CCCCO[C@H](CN(C)C(=O)Nc2ccc(F)cc2)[C@@H](C)CN([C@H](C)CO)C(=O)c2cc(NC(=O)Nc3ccc4c(c3)OCO4)ccc2O1 the results were ROS inducer 6.
For CCn1c(O)c(/C=C2/C=CC=N2)c(=O)[nH]c1=S the results were ROS inducer -8.
C[C@@H]1CN([C@H](C)CO)C(=O)c2cccc(NC(=O)c3ccc(-c4nccs4)cc3)c2O[C@@H]1CN(C)Cc1ccc2c(c1)OCO2 was read as ROS inducer 14.
Screening C[C@@H]1CN([C@H](C)CO)C(=O)c2cccc(NC(=O)c3nc4ccccc4s3)c2O[C@H]1CN(C)Cc1ccc(C(F)(F)F)cc1 returned ROS inducer 8.
Screening COc1ccc(S(=O)(=O)Nc2cccc3c2O[C@H](CN(C)Cc2ccc(C(F)(F)F)cc2)[C@H](C)CN([C@H](C)CO)C3=O)cc1 returned ROS inducer 5.
COc1ccc(Cl)cc1N(CC(=O)Nc1ccc(Br)cc1F)S(C)(=O)=O was read as ROS inducer -3.
For Cc1[nH]n(-c2ccccc2)c(=O)c1C=Nc1cccc(N)c1 the results were ROS inducer 15.
For COc1cc(Br)c(/C=N/NC(=O)c2ccccn2)cc1OC the results were ROS inducer 54.
C=C1CCC2(C(=O)OC3OC(CO)C(O)C(O)C3O)CCC3(C)C(=CCC4C5(C)CC(O)C(OC6OCC(O)C(O)C6OC6OC(CO)C(O)C(O)C6O)C(C)(CO)C5CCC43C)C2C1 (stereo unspecified) was read as ROS inducer -12.
`C[C@@H]1CN([C@@H](C)CO)C(=O)c2cc(NC(=O)C3CCCCC3)ccc2O[C@H]1CN(C)CC1CCCCC1` gave ROS inducer 18.
`C[C@@H]1CN([C@H](C)CO)C(=O)c2cc(NS(=O)(=O)c3ccccc3)ccc2O[C@@H]1CN(C)CC1CC1` gave ROS inducer -3.

More entries.
Screening COc1ccc(NC(=O)Nc2ccc3c(c2)CC(=O)N([C@H](C)CO)C[C@H](C)[C@H](CN(C)S(=O)(=O)c2ccc(Cl)cc2)O3)cc1 returned ROS inducer -6.
`O=c1c(-c2nn[nH]n2)coc2ccccc12` gave ROS inducer -6.
Screening CN(C)CCSc1nc(-c2cccs2)cc(-c2ccc(Cl)cc2)c1C#N returned ROS inducer 20.
Screening CC(=O)c1ccc(O[C@@H]2O[C@H](CO)[C@@H](O)[C@H](O)[C@H]2O)c(/C=C/C(C)(C)O)c1 returned ROS inducer -6.
Screening COc1ccc(S(=O)(=O)Nc2ccc3c(c2)C(=O)N([C@@H](C)CO)C[C@H](C)[C@@H](CN(C)C(=O)Nc2ccc(F)cc2)O3)cc1 returned ROS inducer -9.
CSc1scc(NC(=O)c2ccc(Cl)cc2)c1S(=O)(=O)C(C)C was read as ROS inducer 8.
For C[C@@H]1CN([C@H](C)CO)C(=O)c2cccc(NS(=O)(=O)c3ccccc3)c2O[C@@H]1CN(C)S(=O)(=O)c1cn(C)cn1 the results were ROS inducer 8.
Screening COc1cc2c(cc1OC)CN(C(=O)[C@@H]1[C@H]3C(=O)O[C@H](c4ccccc4)[C@H](c4ccccc4)N3[C@H](c3ccccc3OCCO)[C@@]13C(=O)Nc1ccccc13)CC2 returned ROS inducer 72.
For CC(C)[C@@H]1NC(=O)[C@H](Cc2ccccc2)NC(=O)[C@@H](CC(=O)O)NC(=O)CNC(=O)[C@H](CCCN=C(N)N)NC1=O the results were ROS inducer 2.
CN1CCN(c2ccc(CNS(=O)(=O)c3ccc4c(c3)CCO4)cc2)CC1 was read as ROS inducer 17.
CNC[C@@H]1OCCCC[C@@H](C)Oc2ccc(NC(=O)c3ccncc3)cc2C(=O)N([C@H](C)CO)C[C@@H]1C was read as ROS inducer -4.
`C[C@H]1CN([C@@H](C)CO)C(=O)c2cccc(NS(=O)(=O)c3ccc(F)cc3)c2O[C@H]1CN(C)C(=O)Nc1ccc(F)cc1` gave ROS inducer -6.
`S=c1[nH]nc(Cn2c(-c3ccccn3)nc3ccccc32)n1-c1cc(Cl)cc(Cl)c1` gave ROS inducer -1.
Screening C[C@@H]1CN([C@H](C)CO)C(=O)c2cc(NC(=O)Nc3ccccc3)ccc2O[C@H]1CN(C)C(=O)Nc1cccc2ccccc12 returned ROS inducer 1.
N#Cc1sc2nc(-c3ccncc3)ccc2c1N was read as ROS inducer 38.
`COc1ccc2ncc(S(=O)(=O)c3ccccc3)c(N3CCC(C(N)=O)CC3)c2c1` gave ROS inducer 35.
For C[C@@H]1CN([C@@H](C)CO)C(=O)c2cccc(NC(=O)C3CCCCC3)c2O[C@H]1CN(C)S(=O)(=O)c1ccc(Cl)cc1 the results were ROS inducer 0.
Screening O=C(O)c1ccc(S(=O)(=O)c2ccc(Cl)cc2)cc1 returned ROS inducer -3.
C[C@H](CO)N1C[C@H](C)[C@H](CN(C)Cc2ccc(Cl)c(Cl)c2)OCc2cnnn2CCCC1=O was read as ROS inducer 55.
For C[C@@H]1CCCCO[C@@H](CN(C)Cc2ccncc2)[C@@H](C)CN([C@H](C)CO)C(=O)c2cc(NS(C)(=O)=O)ccc2O1 the results were ROS inducer 9.
For Fc1nc(Nc2ccccc2)c2c(c1Cl)Oc1ccccc1O2 the results were ROS inducer 7.
`C[C@@H]1CN([C@@H](C)CO)C(=O)c2cccc(NS(=O)(=O)c3ccc(F)cc3)c2O[C@@H]1CN(C)Cc1ccncc1` gave ROS inducer -10.
For Cc1ccc(-n2c(SCC(=O)Nc3cccc(F)c3)nc3ccccc3c2=O)cc1 the results were ROS inducer 13.
CC(C)NC(=O)Nc1cccc2c1O[C@H](CN(C)Cc1ccc(Oc3ccccc3)cc1)[C@H](C)CN([C@@H](C)CO)C2=O was read as ROS inducer 10.
`CC(C)c1ccc(S(=O)(=O)N2CCN(S(=O)(=O)c3ccc(C(C)C)cc3)C(C)C2)cc1` (stereo unspecified) gave ROS inducer 9.
For COc1ccc(NC(=O)Nc2cccc3c2O[C@H](CN(C)C(=O)Nc2ccc(C(F)(F)F)cc2)[C@H](C)CN([C@H](C)CO)C3=O)cc1 the results were ROS inducer 0.
COC(=O)C1=COC(OC2OC(CO)C(O)C(O)C2O)C2C1C(O)CC2(C)OC(C)=O (stereo unspecified) was read as ROS inducer -5.
For Cc1ccc(NC(=O)c2ccc(CSc3nnc(-c4ccc(NC(=O)c5ccccc5Cl)cc4)n3C)cc2)cc1 the results were ROS inducer 0.
`C[C@@H]1CN([C@H](C)CO)C(=O)Cc2cc(NS(=O)(=O)c3cccs3)ccc2O[C@H]1CN(C)Cc1ccccc1` gave ROS inducer 5.
Screening COC(=O)c1ccccc1Oc1c(F)c(F)nc(N2CCOCC2)c1F returned ROS inducer 58.
Screening C[C@@H]1CN([C@@H](C)CO)C(=O)CCCn2nncc2CO[C@H]1CN(C)Cc1ccccc1 returned ROS inducer -2.
For C[C@@H]1CN([C@@H](C)CO)C(=O)c2cccc(NC(=O)c3cnccn3)c2O[C@H]1CN(C)C(=O)Nc1cccc2ccccc12 the results were ROS inducer -15.
For O=C(COc1ccccc1)N1CCNC1=O the results were ROS inducer -10.
Screening CCn1c(SCC(=O)Nc2ccccc2OC)nnc1-c1ccc(N)cc1 returned ROS inducer 1.
Screening Cc1ccc(N(C)C(=O)Cn2c(=O)oc3cc(S(=O)(=O)N4CCCC4)ccc32)cc1 returned ROS inducer -9.
Screening COC(=O)c1ccccc1NC(=O)CCSc1ccc(C)cc1 returned ROS inducer -2.
C[C@H]1CN([C@@H](C)CO)C(=O)Cc2cc(NC(=O)NC3CCCCC3)ccc2O[C@H]1CN(C)C(=O)NC1CCCCC1 was read as ROS inducer -9.
Screening O=C(CSc1ncn(-c2ccccc2)n1)Nc1ccc2c(c1)OCCO2 returned ROS inducer 0.
For COc1ccc(NC(=O)Nc2cccc3c2O[C@@H](CN(C)C(=O)Nc2ccc(C(F)(F)F)cc2)[C@H](C)CN([C@@H](C)CO)C3=O)cc1 the results were ROS inducer -3.

Screens from PubChem.
